# NPR2 activator: GC-B (human) receptor activation | HEK293-GC-B cells, CNP EC30, cGMP TR-FRET; 0% at EC30 CNP, 100% saturating CNP | actives 0.11% (n = 370,000) | P20594 | activation, % at 10 µM;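 active = activation at 10 µM reaching about 35% in either raw or pattern-adjusted values, limit read from the data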
# PRMT1 inh: blocks human protein arginine methyltransferase 1 | AID 652257 | actives 1.3% (n = 370,000) | recombinant PRMT1, activity-based probe fluorescence polarization | inhibition, % at 2.79 µM | Q99873;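 active = inhibition above about 21% made by adding two undisclosed values, limit read from the data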
# MBD2 DNA inh: blocks human MBD2 binding to methylated DNA | Q9UBB5 | TR-FRET, MBD2 binding to methylated oligonucleotide | inhibition, % at 4.4 µM | actives 0.31% (n = 370,000) | AID 686964; in the data active = inhibition above about 13%
# rCAG RNA binder: r(CAG) repeat RNA binding; TO-PRO-1 dye displacement fluorescence; actives 1.3% (n = 370,000); inhibition, % at 3 µM;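 active = inhibition above the plate cutoff, the mean of all test compounds on that plate plus 3 SD, cut at about 35% in these data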;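 note: 0% = DMSO alone and 100% = 100 µM mitoxantrone as full dye displacement; higher means more dye released from RNA so lower well fluorescence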
# mABHD4 FP: ABHD4 (mouse) inhibition, primary FP screen | actives 0.54% (n = 370,000) | Q8VD66 | purified mABHD4, FP-Rh probe fluorescence polarization | inhibition, % at 8.92 µM;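 active = inhibition exceeding the mean over every tested compound plus 3 SD, cut at about 30% in these data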;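 note: 0% = plate median of compound wells and 100% = S159A mutant with DMSO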
#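 Assay system: mouse ABHD4 enzyme, wild type / Also added: fluorescent activity-based probe FP-Rh / Doses: single nominal dose of 8.92 µM, 0.89% DMSO final / Timing: 45 min compound pre-incubation plus 60 min probe step, 25 °C / Signal: FP readout, ex 525 nm / em 598 nm / Control set: S159A mutant/DMSO as 100%, compound-well median as 0%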
# UHRF1 MBD2 ctr: blocks human UHRF1 binding to methylated DNA. UHRF1 binding to methylated oligo, TR-FRET. inhibition, % at 4.4 µM. actives 0.75% (n = 370,000); in the data active = inhibition above about 21%;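 note: UHRF1 SRA domain binding a hemimethylated CpG hairpin DNA probe; 0% = median of test compound wells and 100% = reference inhibitor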
# TCR-CD3 inh: inhibitors of human TCR-CD3 interaction | TAMRA-labeled TCR probe fluorescence, biochemical | inhibition, % at 9.4 µM | actives 0.37% (n = 360,000) | AID 651800; in the data active = inhibition above about 19%;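 note: recombinant mutant TCR 2C K166C tagged with TAMRA read by polarization; 0% = receptor in buffer alone and 100% = receptor with positive control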
# NPR1 activator: GC-A (human) enzyme activation; P16066; HEK293 GC-A cells, cGMP TR-FRET, EC30 ANP; 0% at EC30 ANP, 100% saturating ANP; activation, % at 10 µM; actives 0.14% (n = 370,000); in the data active = activation above about 40%
# Target sequence (P16066 whole entry, looked up): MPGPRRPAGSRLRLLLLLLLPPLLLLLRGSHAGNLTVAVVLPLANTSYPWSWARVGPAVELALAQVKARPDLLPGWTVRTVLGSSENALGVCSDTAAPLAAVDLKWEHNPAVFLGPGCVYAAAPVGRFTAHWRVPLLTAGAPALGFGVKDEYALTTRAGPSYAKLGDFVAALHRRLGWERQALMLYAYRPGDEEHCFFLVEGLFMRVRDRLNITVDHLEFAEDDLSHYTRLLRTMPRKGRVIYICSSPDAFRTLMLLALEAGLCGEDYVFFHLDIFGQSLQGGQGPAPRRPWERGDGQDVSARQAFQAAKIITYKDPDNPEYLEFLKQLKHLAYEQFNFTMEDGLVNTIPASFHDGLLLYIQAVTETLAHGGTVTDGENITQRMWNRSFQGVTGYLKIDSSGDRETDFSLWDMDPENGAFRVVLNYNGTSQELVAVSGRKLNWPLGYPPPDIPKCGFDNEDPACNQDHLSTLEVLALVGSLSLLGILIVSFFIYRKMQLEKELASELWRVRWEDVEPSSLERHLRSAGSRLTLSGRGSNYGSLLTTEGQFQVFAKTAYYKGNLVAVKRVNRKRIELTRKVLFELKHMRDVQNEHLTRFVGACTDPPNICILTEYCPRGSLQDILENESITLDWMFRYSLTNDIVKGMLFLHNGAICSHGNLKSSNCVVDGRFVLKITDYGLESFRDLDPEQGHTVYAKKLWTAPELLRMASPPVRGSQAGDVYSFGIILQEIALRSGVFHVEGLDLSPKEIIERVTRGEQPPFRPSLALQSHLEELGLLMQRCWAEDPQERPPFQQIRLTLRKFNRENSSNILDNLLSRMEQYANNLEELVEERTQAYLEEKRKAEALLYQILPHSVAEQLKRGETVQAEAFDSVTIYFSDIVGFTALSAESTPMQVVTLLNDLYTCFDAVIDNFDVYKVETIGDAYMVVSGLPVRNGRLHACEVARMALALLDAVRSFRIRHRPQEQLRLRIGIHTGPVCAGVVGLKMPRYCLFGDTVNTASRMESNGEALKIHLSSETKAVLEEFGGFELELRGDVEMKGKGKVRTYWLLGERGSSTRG
# SIAE inh: inhibitors of human sialic acid acetylesterase SIAE; SIAE FP-Rh probe binding, fluorescence polarization; AID 1053197; Q9HAT2; actives 0.69% (n = 370,000); inhibition, % at 9.66 µM;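 active = inhibition above a cutoff: mean of compounds within the control limits plus 3 SD of those, cut at about 17% in these data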;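 note: 0% = plate median of compound wells and 100% = probe without SIAE protein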
# HTRA1 inhibitor: HTRA1 (human) protease inhibition; inhibition, % at 5.96 µM; AID 504803; Q92743; recombinant HTRA1, FP-rhodamine activity-based probe, fluorescence polarization; actives 0.5% (n = 340,000); in the data active = inhibition above about 36%;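 note: 0% = enzyme with DMSO and 100% = wells lacking enzyme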
# Numbers without * were called inactive; nt = not tested or not shown; & = joins results of further samples.
1. COc1ccc(N2CCN(CC(=O)NC(=O)NCc3ccco3)CC2)cc1
2. NC(=O)c1[nH]cnc1N
3. Cc1noc(C)c1C(=O)OCC(=O)Nc1ccccc1SCC#N
4. COC(=O)c1ccc2c(c1)NC(=O)C(N1CCCCC1)S2 (stereo not given)
5. Cc1ccc(-c2cn(-c3ccccc3)c(SCC(=O)NC3CCS(=O)(=O)C3)n2)cc1C (stereo not given)
6. C=CCn1c(-c2cccc(OC)c2)nc2nc3ccccc3nc21
7. CCN=C1SC(CC(N)=O)C(=O)N1CC (stereo not given)
8. OC(COc1ccc(CNCCc2ccccc2F)cc1)CN1CCCCC1 (stereo not given)
9. CCc1cc2ccccc2nc1Cl
10. CCOC(=O)c1c(O)cc(OC)cc1CCc1ccccc1
Screen / compound no.	1	2	3	4	5	6	7	8	9	10
NPR2 activator	8	8&6	0	4	-3	6	2	3	4	-1
PRMT1 inh	0	0&0	-1	-2	3	1	1	3	-5	-4
MBD2 DNA inh	-4	-1&2	-2	1	1	1	-3	0	-1	2
rCAG RNA binder	1	-1&0	2	-4	-2	0	0	-3	1	13
mABHD4 FP	-1	0&-3	3	-2	-7	-4	0	0	2	-20
UHRF1 MBD2 ctr	-1	1&0	0	0	0	-1	-1	3	-1	1
TCR-CD3 inh	-8	-7&-2	9	10	2	4	-5	-4	9	-16
NPR1 activator	-3	2&5	3	-1	-4	0	4	0	-1	-7
SIAE inh	8	6&8	2	1	13	0	-5	1	-5	3
HTRA1 inhibitor	3	7&1	4	5	0	-6	9	-2	4	-26

# Compound profiles, as listed above. Values in the order: NPR2 activator, PRMT1 inh, MBD2 DNA inh, rCAG RNA binder, mABHD4 FP, UHRF1 MBD2 ctr, TCR-CD3 inh, NPR1 activator, SIAE inh, HTRA1 inhibitor
# OC(COc1ccc(CNCCc2ccccc2F)cc1)CN1CCCCC1 (stereo not given) as listed: 3, 3, 0, -3, 0, 3, -4, 0, 1, -2
# NC(=O)c1[nH]cnc1N as listed: 8&6, 0&0, -1&2, -1&0, 0&-3, 1&0, -7&-2, 2&5, 6&8, 7&1
# COc1ccc(N2CCN(CC(=O)NC(=O)NCc3ccco3)CC2)cc1 as listed: 8, 0, -4, 1, -1, -1, -8, -3, 8, 3

# Additional results follow.
11. N#Cc1ccccc1S(=O)(=O)N1CCN(C(=O)C2CC(=O)N(c3ccc4c(c3)OCCO4)C2)CC1 (stereo not given)
12. CN1CCC(=NNC(=O)COc2ccc(Cl)cc2)CC1
13. Cc1occc1-c1nnc(SCC(=O)Nc2ccc3c(c2)OCO3)n1CC1CCCO1 (stereo not given)
14. CC1CCC/C(=C\c2ccc(O)cc2)C1=O (stereo not given)
15. O=C(c1ccco1)N1CCN(C(c2cccs2)c2nnnn2C2CCCC2)CC1 (stereo not given)
16. COc1ccc(NC(=S)N/N=C2/CCCc3c(C)cc(C)cc32)cc1
17. O=C(CN1C(=O)C(=O)N(C2CCCC2)C1=O)Nc1ccc([N+](=O)[O-])cc1
18. COc1ccc(/C=C/C(=O)NC(=S)N2CCCCC2)cc1OC
19. O=C(N/N=C/c1ccncc1)c1ccc(-n2cccc2)cc1
20. O=C(CCCOc1ccccc1)N1CCN(c2ccccc2)CC1
Screen / compound no.	11	12	13	14	15	16	17	18	19	20
NPR2 activator	-7	2	2	-3	4	-10	-1	-3	-3	6
PRMT1 inh	1	0	-2	5	0	-2	-5	-3	-1	1
MBD2 DNA inh	4	4	-1	-2	-8	-3	1	-1	-1	0
rCAG RNA binder	7	2	-6	2	-6	2	6	2	0	-7
mABHD4 FP	2	2	-1	0	-1	2	8	4	2	2
UHRF1 MBD2 ctr	0	1	-2	1	-2	2	-1	-5	1	1
TCR-CD3 inh	-2	4	6	0	4	0	1	-3	2	9
NPR1 activator	-5	5	-3	0	-1	-21	2	1	-5	0
SIAE inh	0	14	1	2	-1	5	-1	2	2	3
HTRA1 inhibitor	5	0	2	5	-5	3	3	5	5	1

21. O=C(OC(C(=O)NC1CCCCC1)c1ccccc1)c1ccco1 (stereo not given)
22. c1ccc(-c2nnc(SCc3ccncc3)o2)cc1
23. O=S(=O)(NCc1ccccc1)c1ccc(F)cc1Br
24. CCOc1ccc(NC(=O)COC(=O)CN2CCCCCC2=O)cc1
25. Cc1noc(C)c1COc1cccc(C(=O)NCc2ccccc2Cl)c1
26. COc1ccc(CN2CCC(Oc3ccc(C(=O)NCc4ccccn4)cc3)CC2)c(F)c1
27. COc1cc2c(cc1OC)C(C(=O)N1CCN(c3ccccn3)CC1)C(c1cccs1)N(C)C2=O (stereo not given)
28. COc1ccc(NC(=O)CNc2cc(C)ccc2C)cc1S(=O)(=O)N1CCOCC1
29. CC(C)[C@H](N)c1nnc(SC/C=C/c2ccccc2)o1
30. C=CC1C(N2CCOCC2)C(C)(C)S1(=O)=O (stereo not given)
Screen / compound no.	21	22	23	24	25	26	27	28	29	30
NPR2 activator	3	8	-1	3	6	2	-8	5	6	3
PRMT1 inh	-1	3	-1	-6	-3	7	-1	9	0	5
MBD2 DNA inh	1	3	2	-2	8	-3	0	7	-4	-1
rCAG RNA binder	-5	-2	-2	1	-7	-10	-5	17	-2	2
mABHD4 FP	-5	6	2	-4	-4	1	1	-10	1	13
UHRF1 MBD2 ctr	-1	3	-1	6	16	2	-2	4	-2	3
TCR-CD3 inh	6	-5	1	-5	5	8	5	-8	4	-3
NPR1 activator	-4	5	2	1	1	4	-5	4	4	2
SIAE inh	-2	-4	-4	-3	-1	3	1	12	2	0
HTRA1 inhibitor	-3	6	-1	0	-5	-4	1	6	5	2

# Arranged by SMILES length (lowest first): some entries from above.
23. O=S(=O)(NCc1ccccc1)c1ccc(F)cc1Br
29. CC(C)[C@H](N)c1nnc(SC/C=C/c2ccccc2)o1
26. COc1ccc(CN2CCC(Oc3ccc(C(=O)NCc4ccccn4)cc3)CC2)c(F)c1
Screen / compound no.	23	29	26
NPR2 activator	-1	6	2
PRMT1 inh	-1	0	7
MBD2 DNA inh	2	-4	-3
rCAG RNA binder	-2	-2	-10
mABHD4 FP	2	1	1
UHRF1 MBD2 ctr	-1	-2	2
TCR-CD3 inh	1	4	8
NPR1 activator	2	4	4
SIAE inh	-4	2	3
HTRA1 inhibitor	-1	5	-4

# The listing continues:
31. O=[N+]([O-])c1cc([N+](=O)[O-])c2nonc2c1Nc1ccc(O)cc1
32. Cc1cccc(NC(=O)CSc2nc3ccccc3nc2N2CCCC2)c1
33. CN(C)C(=O)c1cc(C(=O)c2ccc(F)cc2C(F)(F)F)c[nH]1
34. Cc1ccc(S(=O)(=O)N2CCC(=O)N(C(COC(=O)Nc3ccccc3)Cc3ccccc3)CC2)cc1 (stereo not given)
35. Cn1cc(-c2nnnn2-c2ccc(Cl)cc2)c(=O)c2ccccc21
36. Cc1ccc(C(=O)NN(CCC#N)C2=NS(=O)(=O)c3ccccc32)cc1
37. CC(=O)NC1(c2ccccc2)CCN(CC(=O)N2CCC(C)CC2)CC1
38. Cc1cc(S(=O)(=O)NCC2CC2)c(Cl)cc1Cl
39. COC(=O)c1cn(NC(=O)c2ccc(OC)c(OC)c2)c(=O)c2ccccc12
40. N#Cc1nc(COc2ccc(F)cc2)oc1N1CCCC1
Screen / compound no.	31	32	33	34	35	36	37	38	39	40
NPR2 activator	-1	0	1	-2	-1	-1	1	-6	3	-7
PRMT1 inh	8	8	0	0	-5	1	-1	1	-3	-2
MBD2 DNA inh	-13	-2	-5	-2	0	0	-1	1	-2	-1
rCAG RNA binder	8	9	-5	3	1	0	-4	-3	-3	-5
mABHD4 FP	46*	-2	3	-2	-6	0	4	2	3	0
UHRF1 MBD2 ctr	-3	-3	1	0	1	2	-2	-1	1	-1
TCR-CD3 inh	43*	8	2	-2	1	1	1	-1	3	12
NPR1 activator	-3	1	3	1	-3	3	2	1	-3	-1
SIAE inh	21*	-6	-1	-7	-10	-4	-7	-1	-17	1
HTRA1 inhibitor	33	-37	3	-40	-2	9	-4	1	-2	2

41. CC(C)(C)CC(=O)Nc1nnc(SCC(=O)NC2CCCC2)s1
42. Nc1nc(Nc2ccccc2F)nc(NCc2ccccc2)c1[N+](=O)[O-]
43. CC1CC(=O)N(C)c2ccc([N+](=O)[O-])cc2N1 (stereo not given)
44. Cc1nc2sccn2c(=O)c1S(=O)(=O)NCC1CCN(Cc2ccccc2Cl)CC1
45. Cc1cc(C)nc(Nc2nc(C)c3cc4c(cc3n2)OCO4)n1
46. CCOc1ccc(C(=O)Nc2cc(=O)n(C)c(=O)n2C)cc1
47. CC/C(O)=C1\C(=O)CCCC1=NCCc1c(C)[nH]c2ccc(C)cc12
48. C#CCn1c(=O)c2c(ncn2C)n(C)c1=O
49. COc1ccc(NC(=O)NCCCCc2ccccc2)cc1
50. Cc1cc(Br)ccc1OCCNCc1ccccc1
Screen / compound no.	41	42	43	44	45	46	47	48	49	50
NPR2 activator	-2	26	1	0	4	7	-6	-4	-1	-12
PRMT1 inh	-7	-2	5	-1	4	1	-4	0	-4	-3
MBD2 DNA inh	-4	0	-1	5	4	2	-1	1	-10	4
rCAG RNA binder	-4	5	-1	-2	4	1	2	1	-4	-5
mABHD4 FP	4	-3	-5	-12	1	-5	8	1	2	8
UHRF1 MBD2 ctr	0	-4	0	1	0	0	0	0	-2	-2
TCR-CD3 inh	4	-3	5	0	-2	5	4	-4	5	7
NPR1 activator	1	18	0	-6	1	5	0	3	7	-6
SIAE inh	1	-3	2	2	1	2	5	-4	4	0
HTRA1 inhibitor	8	-25	1	0	4	1	-7	3	-1	-1

# Ordered by value in SIAE inh (smallest number first): some entries from above
No.	smiles	NPR2 activator	PRMT1 inh	MBD2 DNA inh	mABHD4 FP	UHRF1 MBD2 ctr	TCR-CD3 inh	NPR1 activator	SIAE inh	HTRA1 inhibitor
9	CCc1cc2ccccc2nc1Cl	4	-5	-1	2	-1	9	-1	-5	4
48	C#CCn1c(=O)c2c(ncn2C)n(C)c1=O	-4	0	1	1	0	-4	3	-4	3
20	O=C(CCCOc1ccccc1)N1CCN(c2ccccc2)CC1	6	1	0	2	1	9	0	3	1

# (next part)
51. Cn1nc(C(C)(C)C)cc1N1C(=O)CCC1(C)C(=O)NC1CCCC1 (stereo not given)
52. O=C(Cc1csc(N2CCOCC2)n1)N/N=C/c1ccc(F)cc1
53. CCOC(=O)C1CCCN(C(=O)c2ccc(NS(=O)(=O)c3ccc4[nH]c(=O)[nH]c4c3)cc2)C1 (stereo not given)
54. CCCCNC(=O)COC(=O)c1ccccc1F
55. CN(C(=O)[C@@H]1CC=C[C@@H]2CCN(C3CCCCC3)C(=O)[C@@H]21)c1ccccc1
56. COc1ccc(-c2cnc3ncnn3c2N)cc1
57. COC(=O)C[C@@H]1C=C[C@H](NC(=O)Nc2ccc(F)cc2)[C@@H](CO)O1
58. O=C(NCCc1ccccc1)/C(=C/c1ccco1)c1ccccc1
59. Cc1cc(=O)n(Nc2ccccc2)c(O)c1C#N
Screen / compound no.	51	52	53	54	55	56	57	58	59
NPR2 activator	0	-3	-2	-3	-7	-2	3	-1	1
PRMT1 inh	0	3	-4	-6	-5	2	-1	2	16
MBD2 DNA inh	0	5	-4	-1	-1	1	0	-2	5
rCAG RNA binder	-2	6	2	-1	nt	3	2	4	23
mABHD4 FP	4	0	4	-5	-4	3	-6	1	11
UHRF1 MBD2 ctr	-1	1	11	2	-3	0	0	-3	-1
TCR-CD3 inh	-6	-1	-2	6	nt	-2	-3	4	-4
NPR1 activator	4	-2	-1	-1	-4	5	4	3	4
SIAE inh	-1	-1	-1	-6	-2	1	4	0	4
HTRA1 inhibitor	nt	-2	-10	1	nt	-2	nt	-23	0

# Screening results: PubChem, several laboratories

# Not all compounds are listed; the hit share may differ from the screen's.
